Source: PubChem BioAssay (several laboratories)
Yp Topo-I inh: blocks Yersinia pestis topoisomerase I activity. Y. pestis Topo-I cleavage product accumulation, plate reader. activity, % at 10 µM. hit rate 0.064% among 360,000; in the data active = activity above about 50%, passing the limit was not always enough; inconclusive = no clear call, values can overlap the other calls; note: inactives centre near 2
TcdB GH inh: TcdB glycohydrolase inhibition; P18177; inhibition, % at 9.99 µM; hit rate 0.24% among 350,000; TcdB glycohydrolase enzymatic assay, plate reader; in the data active = inhibition above about 10%
FadD28 binding: M. tuberculosis FadD28 bisubstrate binding inhibition; FadD28 bisubstrate probe binding, fluorescence polarization; inhibition, % at 12.5 µM; hit rate 0.22% among 360,000; AID 588549; in the data active = inhibition above about 8.5%, passing the limit was not always enough; inconclusive = no clear call, values can overlap the other calls
BioA inh: BioA (M. tuberculosis) enzyme inhibition; inhibition, % at 9.99 µM; purified M. tuberculosis BioA enzyme, plate reader; AID 602481; hit rate 0.096% among 360,000; in the data active = inhibition above about 40%; inconclusive = no clear call, values can overlap the other calls
Mtb FBA inh: inhibitors of M. tuberculosis fructose-bisphosphate aldolase; purified M. tuberculosis FBA, fluorescence read-out; hit rate 2.3% among 360,000; P9WQA3; inhibition, % at 1 µM; in the data active = inhibition above about 27%;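 note: 0% = vehicle and 100% = reference inhibitor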
Target sequence (P9WQA3 whole entry, looked up): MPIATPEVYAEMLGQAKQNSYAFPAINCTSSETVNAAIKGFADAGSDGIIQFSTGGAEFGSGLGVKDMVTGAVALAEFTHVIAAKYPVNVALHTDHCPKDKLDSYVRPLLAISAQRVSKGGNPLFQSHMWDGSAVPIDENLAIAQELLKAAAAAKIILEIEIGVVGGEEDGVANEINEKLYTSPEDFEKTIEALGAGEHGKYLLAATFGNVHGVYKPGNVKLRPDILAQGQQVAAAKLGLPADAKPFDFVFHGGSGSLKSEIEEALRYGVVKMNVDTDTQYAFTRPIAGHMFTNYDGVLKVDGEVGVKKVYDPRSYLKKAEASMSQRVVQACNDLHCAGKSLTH
GDH-TPI counter: counter-screen for M. tuberculosis FBA inhibitors: GDH-TPI coupled enzymes. GDH-TPI coupled enzyme counterscreen, NADH absorbance. inhibition, % at 4.8 µM. hit rate 1.2% among 360,000; in the data active = inhibition above about 30%;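 note: 0% = DMSO wells and 100% = wells lacking the enzyme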
Vc quorum ag: inducers of Vibrio cholerae quorum light production without autoinducers | activation, % at 18.7 µM | V. cholerae BH1578 lux reporter, luminescence, 6 h | AID 588436 | hit rate 0.16% among 350,000; in the data active = activation mostly above about 9.7%, no sharp cut-off; inconclusive = no clear call, values can overlap the other calls; inactive = mostly below about 3.7%; note: not every result past the cut was called active; inactives centre near 0; reference of the scale not given here
PfHsp40 yeast: rescue of PfHsp40-mediated yeast toxicity; S. cerevisiae expressing PfHsp40, growth rescue, ATP luminescence; growth rescue, % at 12.5 µM; hit rate 0.68% among 340,000; in the data active = growth rescue above about 28%, passing the limit was not always enough; inconclusive = no clear call, values can overlap the other calls;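 note: yeast W303a lacking pdr1 and pdr3 grown in galactose medium; growth measured after three days at 30 °C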
UGM FP inh: blocks M. tuberculosis UGM enzyme. inhibition, % at 10 µM. hit rate 0.06% among 320,000. purified UGM, fluorescence polarization probe displacement. P9WIQ1; in the data active = inhibition above about 10%, passing the limit was not always enough; inconclusive = no clear call, values can overlap the other calls
Target sequence (P9WIQ1 whole entry, looked up): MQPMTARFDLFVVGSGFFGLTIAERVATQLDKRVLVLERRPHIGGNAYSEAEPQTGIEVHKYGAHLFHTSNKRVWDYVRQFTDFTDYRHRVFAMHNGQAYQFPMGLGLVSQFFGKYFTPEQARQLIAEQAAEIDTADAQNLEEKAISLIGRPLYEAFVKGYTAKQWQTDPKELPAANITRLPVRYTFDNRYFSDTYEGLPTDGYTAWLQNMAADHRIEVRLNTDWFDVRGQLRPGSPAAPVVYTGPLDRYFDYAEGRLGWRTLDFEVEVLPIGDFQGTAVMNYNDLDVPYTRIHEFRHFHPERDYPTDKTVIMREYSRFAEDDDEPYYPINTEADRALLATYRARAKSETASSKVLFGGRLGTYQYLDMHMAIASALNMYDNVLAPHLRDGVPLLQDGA
The depositor's hits bear a star; i = inactive; u = inconclusive; x = no result given; & = joins results of further samples.

A first look (six entries):
SMILES	Yp Topo-I inh	TcdB GH inh	FadD28 binding	BioA inh	Mtb FBA inh	GDH-TPI counter	Vc quorum ag	PfHsp40 yeast	UGM FP inh
CC1CN(S(=O)(=O)c2ccc(C(=O)Nc3ccc(S(=O)(=O)N4CCOCC4)cc3)cc2)CC(C)O1 (stereo unspecified)	8	0.6	-4.9	0.0	-1	1	i	-1.3	-6.4
Fc1cccc(CN2CCCCCCC2)c1	10	x	-1.1	-1.2	4	4	i	0.4	1.2
Cc1ccc(C)c(N(CC(=O)NC2CCCC2)C(=O)c2cc3cc4cccc(C)c4nc3s2)c1	3	0.7	1.5	1.4	-1	1	i	0.7	-1.4
CN(C)CCN1C(=O)NC(C)(c2ccc([N+](=O)[O-])cc2)C1=O (stereo unspecified)	-1	-3.9	1.0	3.1	-2	-3	-0.3	-1.2	-1.2
OC(c1ccccc1)(c1ccc(Cl)cc1)C1CN2CCC1CC2 (stereo unspecified)	-7	-0.2	-4.9	x	-1	-6	-1.2	-0.9	1.3
COCC(=O)N1CCC(n2nccc2NC(=O)c2ccccc2OC)CC1	-4	0.3	x	-6.9	3	11	-0.1	-1.1	0.1

This part in full, from the start:
SMILES	Yp Topo-I inh	TcdB GH inh	FadD28 binding	BioA inh	Mtb FBA inh	GDH-TPI counter	Vc quorum ag	PfHsp40 yeast	UGM FP inh
CC1CN(S(=O)(=O)c2ccc(C(=O)Nc3ccc(S(=O)(=O)N4CCOCC4)cc3)cc2)CC(C)O1 (stereo unspecified)	8	0.6	-4.9	0.0	-1	1	i	-1.3	-6.4
Fc1cccc(CN2CCCCCCC2)c1	10	x	-1.1	-1.2	4	4	i	0.4	1.2
Cc1ccc(C)c(N(CC(=O)NC2CCCC2)C(=O)c2cc3cc4cccc(C)c4nc3s2)c1	3	0.7	1.5	1.4	-1	1	i	0.7	-1.4
CN(C)CCN1C(=O)NC(C)(c2ccc([N+](=O)[O-])cc2)C1=O (stereo unspecified)	-1	-3.9	1.0	3.1	-2	-3	-0.3	-1.2	-1.2
OC(c1ccccc1)(c1ccc(Cl)cc1)C1CN2CCC1CC2 (stereo unspecified)	-7	-0.2	-4.9	x	-1	-6	-1.2	-0.9	1.3
COCC(=O)N1CCC(n2nccc2NC(=O)c2ccccc2OC)CC1	-4	0.3	x	-6.9	3	11	-0.1	-1.1	0.1
Cc1cc(NC(=O)COc2ccccc2C)no1	-3	1.5	-2.4	x	-4	0	i	-0.4	-0.6
COc1ccc(-n2cnc3cc(C(=O)N4CCOCC4)ccc32)cc1	-3	0.5	-2.5	1.1	1	-4	-0.9	-1.6	-2.0
COc1ccc(S(=O)(=O)N2CCN(Cc3ccco3)CC2)cc1	9	1.8	-2.0	-0.6	-3	5	-3.6	-0.3	4.7
O=C1CCCN1c1ccc(S(=O)(=O)Nc2cccnc2)cc1	-1	0.5	-0.1	-1.9	1	-2	-0.2	0.2	-1.5
Fc1ccc(COc2ccc(/C=N/n3cnnc3)cc2)cc1	-7	x	0.8	x	-2	1	i	-0.6	-0.2
COP(=O)(c1ccc(N(C)C)cc1)C(O)c1ccccc1 (stereo unspecified)	2	1.0	-0.2	-1.2	3	-6	-6.7	1.1	-0.8
C[C@]1(O)CCC2C3CC[C@H]4C[C@@H](OC(=O)[C@@H](N)CCCCN)CC[C@]4(C)C3CC[C@@]21C (stereo partly specified)	-14	2.0	-5.0	-1.1	0	4	-3.3	x	x
O=C(NCCc1c[nH]c2ccccc12)c1ccc(Br)o1	1	0.1	-0.7	-1.2	-3	2	i	0.5	-0.3
Cc1cc(C)n(-c2ccc(OCC(=O)O)nn2)n1	0	x	-1.6	-3.1	-3	-9	i	2.7	-0.7
CCC(c1nnnn1C(C)(C)C)N(Cc1ccco1)Cc1cc2cccc(C)c2[nH]c1=O (stereo unspecified)	28	x	-0.5	0.3	1	16	-2.9	-0.4	-0.5
O=C(Nc1ccc(F)cc1)N(Cc1ccco1)Cc1cc2cc3c(cc2[nH]c1=O)OCO3	2	x	-2.1	10	20	10	i	0.1	0.3
c1ccc(-c2ccc(C3=Nn4c(nnc4-c4cc(-c5ccccc5)n[nH]4)SC3)cc2)cc1	31	0.3	-4.4	-0.9	-3	44*	i	-0.6	-0.9
O=c1c(C=Nc2ccc(Cl)cc2)c[nH]n1-c1cccc(Cl)n1	0	x	0.1	-3.9	-3	1	i	-1.0	-5.0
CC(C)C(=O)NC(=S)Nc1sc2c(c1C(N)=O)CCCC2	-5	1.4	-0.1	-1.6	-1	16	i	0.1	1.8
COc1cc(/C=C/c2cccc[n+]2C)ccc1OCC(=O)Nc1ccccc1C	1	0.6	-2.8	-0.4	0	2	i	0.8	-0.7
O=C(Cc1cccs1)Nc1nnc(SCc2cccc3ccccc23)s1	-14	x	-0.3	-3.8	0	19	-0.5	-0.3	-0.8
Cc1ccc(NC(=O)C2CCN(C(=O)c3cccs3)CC2)c(C)c1	0	0.9	-0.4	-1.9	3	0	-0.5	-0.2	0.4
COC(=O)c1cc(=O)n(Cc2cccs2)c(=NCc2cccs2)s1	9	x	-2.6	-1.5	1	-1	3.7	-1.2	2.1
FC(F)(F)c1ccc(-c2nnc(-c3ccccn3)c(-c3ccccn3)n2)nc1	-1	0.6	0.9	x	-1	-1	i	-0.8	-2.6
CC[C@@H]1C=C(C(=O)O)[C@H](c2ccc(OC)c(OC)c2)N1S(=O)(=O)c1ccc(C)cc1	3	3.5	-0.3	0.7	4	10	i	-0.4	-1.5
O=C(CN1C(=O)CCOc2ccccc21)Nc1cccc(S(=O)(=O)N2CCOCC2)c1	-7	0.0	-4.0	3.0	-1	-11	i	-1.0	-0.7
COC(=O)c1ccc2c(=O)n(Cc3ccc(C(=O)NC(C)C)cc3)c(=S)[nH]c2c1	-1	-0.4	0.0	-1.8	-1	9	-0.3	0.8	-0.3
COc1cc([N+](=O)[O-])cc2sc(NC(=O)C3CC3)nc12	6	-0.2	-0.6	x	1	9	-0.2	-2.1	1.6
COc1ccccc1N1CCN(c2ncnc3nc[nH]c23)CC1	5	0.8	-0.4	-1.8	-1	-18	-0.2	1.9	2.4
COc1ccc(NC(=O)CN2CC(c3ccccc3)CC2=O)cc1OC (stereo unspecified)	-6	-0.4	0.5	0.1	0	-1	-0.2	u	-1.7
Nn1c(-c2cccc(O)c2)nnc1-c1cccc(O)c1	2	-0.6	-2.2	x	0	-5	x	-0.9	x
O=C(NNC(=O)c1cc(-c2ccccc2)nn1-c1ccccc1)c1ccccc1	4	x	-5.1	1.0	-3	-1	1.8	-1.1	0.1
COc1ccc(-c2ccc(CCC(=O)O)n2NC(=O)c2ccc(C(C)(C)C)cc2)cc1	3	0.2	2.3	x	3	-2	-0.3	12	0.7
N#Cc1c(-c2ccccc2)c(-c2ccccc2)n(Cc2ccco2)c1NC(=O)c1cccs1	2	x	-2.6	-1.0	-2	11	6.7	-1.2	-0.3
[S-]C(=Nc1ccc(Cl)cc1)N[n+]1ccccc1	1	x	-2.5	1.8	1	12	-0.6	-0.9	1.7
CC(C)(C)c1ccc(CC(=O)N2CCC2(C)C(=O)NS(=O)(=O)c2ccc(Cl)s2)cc1 (stereo unspecified)	4	-2.3	-1.7	1.4	-4	-5	i	x	x
CCOC(=O)CNC(=O)Nc1ccccc1C(=O)OC	4	x	-1.8	-1.6	4	3	i	0.1	-0.2
CCOC(=O)COc1cccc2c(=O)n(CC(=O)N3CCCc4ccccc43)ccc12	23	1.5	-2.2	3.5	5	17	-0.3	0.0	1.0
Cc1nc2cc3c(cc2c(C)c1C(=O)OC(C)C)OCO3	7	x	0.1	0.6	8	13	1.7	-1.8	2.2

4 compounds already listed, ordered by heavy-atom count, ascending:
SMILES	Yp Topo-I inh	TcdB GH inh	FadD28 binding	BioA inh	Mtb FBA inh	GDH-TPI counter	Vc quorum ag	PfHsp40 yeast	UGM FP inh
Cc1cc(NC(=O)COc2ccccc2C)no1	-3	1.5	-2.4	x	-4	0	i	-0.4	-0.6
Nn1c(-c2cccc(O)c2)nnc1-c1cccc(O)c1	2	-0.6	-2.2	x	0	-5	x	-0.9	x
CC[C@@H]1C=C(C(=O)O)[C@H](c2ccc(OC)c(OC)c2)N1S(=O)(=O)c1ccc(C)cc1	3	3.5	-0.3	0.7	4	10	i	-0.4	-1.5
c1ccc(-c2ccc(C3=Nn4c(nnc4-c4cc(-c5ccccc5)n[nH]4)SC3)cc2)cc1	31	0.3	-4.4	-0.9	-3	44*	i	-0.6	-0.9

(list continues)
SMILES	Yp Topo-I inh	TcdB GH inh	FadD28 binding	BioA inh	Mtb FBA inh	GDH-TPI counter	Vc quorum ag	PfHsp40 yeast	UGM FP inh
CC(NC(=O)c1cccs1)c1ccc(Br)cc1 (stereo unspecified)	1	0.1	-4.7	-0.3	0	6	i	0.5	-0.2
O=C(NCc1ccc(Cl)cc1)N1CCN(C(=O)c2ccccc2)CC1	-10	-0.5	-0.7	-4.0	3	8	1.3	x	x
O=C(Nc1ccc(CN2CCCCC2)cc1)c1cccc(Br)c1	-1	-0.1	-0.8	x	-2	10	-0.2	1.2	0.6
CCN(C(=O)COC(=O)c1cnccn1)c1cccc2ccccc12	3	1.0	-0.6	0.2	2	3	5.9	1.5	0.0
Cc1ccc(CS(=O)(=O)Cc2ccc(C(=O)NC3CC3)o2)cc1	4	0.6	-3.8	0.3	-1	4	i	0.4	1.2
O=C(Nc1nc2ccc(Oc3ccccc3)cc2s1)c1cc([N+](=O)[O-])ccc1N1CCOCC1	-5	x	-1.9	-1.8	-4	6	-0.6	1.5	-2.2
O=C(O)C1CSC(CCc2ccccc2)N1 (stereo unspecified)	-6	x	-3.1	x	-4	-4	i	2.4	0.5
CCCCNc1c(C(=O)OCC)c(C)nc2c1cnn2CC	30	-0.8	-4.3	3.1	-5	-4	i	20	-1.9
COc1ccc(-c2noc(CCC(=O)NCCCN3CCN(c4ccccc4F)CC3)n2)cc1	10	1.0	-3.3	0.1	3	-8	-1.1	1.0	0.8
O=C(NC(=S)Nc1ccc(N2CCOCC2)cc1)c1ccc(Cl)cc1	-4	x	-0.4	x	4	5	-0.1	-0.1	0.3
C=CCN(Cc1cccs1)C(=O)CN1CCN(S(=O)(=O)c2ccc3c(c2)OCCCO3)CC1	13	-8.3	0.8	-0.8	4	-7	-0.6	0.3	x
CC(C)CCNc1c(-c2cccs2)nc2ccccn12	17	-11	-0.6	x	46*	9	-0.6	-0.8	1.7
COc1cccc(Cn2c(Oc3cccc(C)c3)nc3c2c(=O)n(C)c(=O)n3C)c1	49	x	-4.4	4.9	-2	-1	0.4	4.5	1.2
CC(=O)C1=CCC(c2ccc(F)cc2)N(S(=O)(=O)c2ccc(C)cc2)C1 (stereo unspecified)	x	4.0&3.8	-2.5&-5.4	-1.6&3.7	-1&0	x	x	x	x
O=C(NCCCN1CCOCC1)c1onc(CSc2ccc(F)c(F)c2)c1C(=O)NCCCN1CCOCC1	3	x	-4.7	1.3	-1	3	i	0.2	-0.2
CNC(=S)N1CCN(c2ccccn2)CC1	-1	5.6	-3.3	-1.5	2	-2	i	0.9	-1.1
CC(C)(C)NC(=O)c1cc(C(C)(C)C)c(O)c(C(C)(C)C)c1	5	x	-1.0	x	0	1	0.3	-1.0	0.3
N#Cc1cc(-c2ccc(Cl)cc2)cnc1Sc1ccc(F)cc1	5	x	-3.0	0.5	0	7	-0.5	0.9	0.3
CN1CCN(Cc2nc3ccccc3c(=O)n2CC#N)CC1	0	-0.4	-0.6	4.6	1	4	-12	-0.6	-0.8
CCCCOC(=O)Oc1ccc2c(=O)c(Oc3cc(C)cc(C)c3)coc2c1	-3	x	-2.5	x	12	13	-0.3	-0.2	1.7
CC(=O)Nc1ccc(S(=O)(=O)NCc2csc(-c3cccnc3)n2)cc1	-1	x	-3.2	2.1	3	1	i	-0.1	-0.2
CN(C)S(=O)(=O)c1cc(C(=O)N2CCC(C(=O)O)(c3ccccc3)CC2)ccc1Cl	-2	1.5	0.0	-4.6	4	9	4.4	0.3	1.0
Cc1ccc(/C=N/N2CCN(c3ccc(Cl)cc3)CC2)o1	-13	x	-0.3	2.8	9	2	i	1.1	-0.1
O=C(Cn1cncc1-c1ccc([N+](=O)[O-])cc1)Nc1ccccc1F	3	1.9	-1.1	-0.4	-4	27	-0.2	-0.1	-0.3
COCCCNc1nc2nonc2nc1N1CCN2CCCC2C1 (stereo unspecified)	9	1.0	-0.3	x	1	14	-2.6	0.0	-0.8

Not a hit list (roughly 4.6% active in at least one column).
